From PubChem BioAssay
14-3-3 Bad inh = disrupts binding of bovine 14-3-3 zeta to phospho-Bad peptide. TR-FRET 14-3-3zeta/Dy647-pBad peptide displacement, 1 h. P63103. 220,000 compounds, 0.71% hits. inhibition, % at 21.7 µM;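 active = inhibition above about 70%, limit read from the data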;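 note: 0% = full 14-3-3 plus peptide FRET controls and 100% = background without 14-3-3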
Target sequence (P63103 whole entry, looked up): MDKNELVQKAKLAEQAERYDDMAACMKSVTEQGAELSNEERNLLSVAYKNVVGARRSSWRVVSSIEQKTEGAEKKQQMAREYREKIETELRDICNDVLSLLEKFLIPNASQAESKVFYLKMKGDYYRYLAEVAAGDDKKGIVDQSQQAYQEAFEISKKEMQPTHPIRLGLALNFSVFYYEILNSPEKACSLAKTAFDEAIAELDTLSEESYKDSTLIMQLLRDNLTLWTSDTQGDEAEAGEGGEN
Wee1 stabilizer = human Wee1 degradation inhibition, primary screen; P30291; HeLa Luc-Wee1K328M stability, luciferase luminescence; 100% = proteasome inhibitor MG132 effect; reporter increase, % at 5 µM; 220,000 compounds, 1.2% hits;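 active = activation above the mean of all tested compounds plus 3 SD, set per screening run, cut at about 8.8% in these data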;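 note: cells exposed to compound for 20 h before luminescence read; 0% = DMSO alone and 100% = MG132 at 30 µM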
Hck Nef HTS = human Hck-Nef kinase inhibition; P08631; Recombinant Hck-YEEI plus Nef, Z-Lyte FRET kinase assay; inhibition, % at 20 µM; 220,000 compounds, 0.68% hits;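 active = Hck-Nef kinase inhibition above about 50%, limit read from the data; inactive = inhibition below that limit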;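 note: 0% = DMSO with Hck plus Nef and 100% = Hck alone without Nef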
Thrombin inh = thrombin (human) inhibition; P00734; alpha-thrombin, Boc-VPR-AMC fluorogenic substrate cleavage; inhibition, % at 5 µM; 220,000 compounds, 0.26% hits; AID 1046;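 active = inhibition at or above 40%; inactive = inhibition below 40%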;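 note: 0% = enzyme with no compound and 100% = wells without enzyme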
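Material: Human alpha-thrombin protein | Buffer or medium: pH 7.5 Tris-saline with Tween 20 | Reagent: Boc-VPR-AMC substrate, 15 µM final | Schedule: Reaction at ambient temperature | Detection: AMC fluorescence at 355 nm excitation and 460 nm emission | Evaluation: Percent inhibition scaled between no-compound controls and no-enzyme blanks | Controls: no-compound enzyme wells and no-enzyme blanks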
FXIIa inh 1536 = inhibitors of human coagulation factor XIIa | inhibition, % at 5 µM | 220,000 compounds, 0.3% hits | purified FXIIa, Boc-QGR-AMC fluorogenic substrate, 2 h; in the data active = inhibition above about 40%;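 note: 0% = enzyme with no compound and 100% = blank without enzyme; many of its hits are not listed in these tables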
Runt-SMMHC FRET = Runt domain-CBFb-SMMHC interaction inhibition; Q01196+Q13951; AID 1434; inhibition, % at 20 µM; Cerulean-Runt/Venus-CBFb-SMMHC FRET ratio 530/480, 1 h; 220,000 compounds, 0.74% hits;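 active = mean inhibition across duplicate retests at 20 µM reaching about 50%, limit read from the data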;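 note: 0% = DMSO wells and 100% = wells with excess untagged CBFb-SMMHC; inhibitors lower the FRET ratio by blocking Runt binding to CBFb-SMMHC; some results filed as inactive read as strong as hits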
Target sequence (Q01196 whole entry, looked up, the tested form may be a part): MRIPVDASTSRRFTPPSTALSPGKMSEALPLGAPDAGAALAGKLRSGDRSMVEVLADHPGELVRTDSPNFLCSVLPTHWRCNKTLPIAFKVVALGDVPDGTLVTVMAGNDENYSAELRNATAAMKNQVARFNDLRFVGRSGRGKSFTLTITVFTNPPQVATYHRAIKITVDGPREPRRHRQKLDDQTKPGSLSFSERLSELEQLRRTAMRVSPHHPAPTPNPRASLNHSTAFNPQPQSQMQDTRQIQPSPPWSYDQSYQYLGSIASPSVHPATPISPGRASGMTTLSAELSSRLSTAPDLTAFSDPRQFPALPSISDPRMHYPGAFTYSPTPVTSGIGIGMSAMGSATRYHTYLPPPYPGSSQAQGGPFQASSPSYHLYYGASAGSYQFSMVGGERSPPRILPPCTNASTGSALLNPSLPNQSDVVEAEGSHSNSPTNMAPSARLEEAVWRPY
Target sequence (Q13951 whole entry, looked up, the tested form may be a part): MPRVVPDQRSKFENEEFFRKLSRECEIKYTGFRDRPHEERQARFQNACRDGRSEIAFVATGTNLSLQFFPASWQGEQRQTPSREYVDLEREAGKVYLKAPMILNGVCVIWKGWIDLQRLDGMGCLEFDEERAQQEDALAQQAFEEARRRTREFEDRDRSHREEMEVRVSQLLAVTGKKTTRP
FXIa inh 1536 = factor XIa (human) inhibition | purified FXIa, Boc-Glu-Ala-Arg-AMC fluorogenic substrate | inhibition, % at 5 µM | 220,000 compounds, 0.14% hits | AID 798;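 active = inhibition of at least 40%; inactive = inhibition below 40%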;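 note: fluorescence of freed AMC excited at 355 nm; 0% = enzyme without compound and 100% = no enzyme blank; many of its hits are not listed in these tables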
KLK5 inh = blocks human kallikrein 5 protease activity. Q9Y337. recombinant hK5, fluorogenic AMC substrate cleavage. inhibition, % at 5 µM. 210,000 compounds, 0.59% hits. AID 873;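 active = inhibition of 40% or more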;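 note: 0% = enzyme controls without compound and 100% = no-enzyme blanks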
Runt-CBFb FRET = blocks binding of human RUNX1 Runt domain to CBFb | AID 1496 | inhibition, % at 20 µM | 220,000 compounds, 0.46% hits | Cerulean-Runt/Venus-CBFb FRET ratio 530/480, 1 h;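 active = inhibition over about 50% at 20 µM in the single-dose screen, limit read from the data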;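 note: 0% = DMSO wells and 100% = excess unlabeled CBFb competitor control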
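Measured by: fluorescence energy transfer, 422 nm excitation, 530/480 nm emission; test system: Cerulean-tagged RUNX1 Runt domain (FRET donor) fusion protein; buffer or medium: Tris pH 7.5 buffer with BSA; compound: one dose, 20 µM compound, 1% DMSO; times: two 1 h room-temperature incubations shielded from light; benchmarks: unlabeled CBFb 5 µM, positive control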
* marks the source's active call; other numbers are inactive results; . = not tested or not shown; [ ] = another dose, or the depositor's remark.

Order of values – 14-3-3 Bad inh	Wee1 stabilizer	Hck Nef HTS	Thrombin inh	FXIIa inh 1536	Runt-SMMHC FRET	FXIa inh 1536	KLK5 inh	Runt-CBFb FRET
1: COc1ccc(C(=O)N/C(=C\c2cn(C)c3ccccc23)C(=O)OCC(C)C)cc1
  -3	0	1	-7	11	-2	4	-8	-1
2: Cc1nc(CCNC(=O)CC2C(=O)NCCN2Cc2ccoc2)nc2c1CCCC2 (centres undefined)
  0	0	-11	-8	6	0	-4	.	5
3: O=c1ccc(Oc2nc(N3CCOCC3)nc(N3CCOCC3)n2)n[nH]1
  -8[fluorescence artefact?]	3	0	0	10	-2	-4	-2	-1
4: CCOc1ccc2[nH]c(S(=O)(=O)CC)nc2c1Cl
  -1	5	-5	4	10	-3	6	-7	-2
5: CC(=O)c1c(N)[nH]c(-c2ccccc2)nc1=S
  0	3	0	-5	7	6	-9	-3	2
6: Cc1cccc(C(=O)NC2CCN(CC(=O)Nc3ccc4c(c3)OCO4)CC2)c1
  -2	5	17	-10	6	-2	-6	-2	1
7: CC1=C(C(=O)OCC2CCCO2)C(c2ccccc2Cl)NC(=O)N1 (centres undefined)
  4	2	5	-2	8	-1	5	-11	1
8: CCOC(=O)c1c(C)[nH]c(C)c1C(=O)COC(=O)c1ccc(Cl)c(S(N)(=O)=O)c1
  -17[fluorescence artefact?]	-2	1	3	12	0	2	-6	-1
9: COc1ccc(N(CC(=O)NCc2ccccc2)C(=O)CCC(=O)Nc2cc(C)ccn2)c(OC)c1
  0	0	11	5	14	-1	2	3	-1
10: COC(C[C@@H](O)CC(=O)COCc1ccccc1)OC
  7	.	26	-5	6	-1	-1	3	0
11: O=C(CNC(=S)N(Cc1ccccc1)Cc1cccnc1)NC1CCCCC1
  -5	0	0	-6	-6	-2	-8	-20	-3
12: Cc1nn2c(-c3ccccc3)nnc2c2ccccc12
  12	0	6	0	18	-3	-1	-10	-3
13: C1CCN(C2CCN(c3nc4nonc4nc3N3CCSCC3)CC2)C1
  -7	-2	18	-7	10	2	1	2	-1
14: CC(C)CCN1CC(C(=O)NC(C)C)CC1=O (centres undefined)
  2[fluorescence artefact?]	1	-4	-1	8	8	-1	1	-3
15: COc1cc2c(cc1NCc1ccc3c(c1)OCO3)oc1ccccc12
  -2	1	-10	-5	0	0	-3	-13	-2
16: Cn1c(=O)oc2cc(S(=O)(=O)NCc3ccc(C(=O)O)cc3)ccc21
  3	1	22	-7	4	-1	-3	-1	0
17: CCOC(=O)CSc1nnc(CSc2nc3sc4c(c3c(=O)[nH]2)CCC4)n1C
  -8	-4	0	1	9	-2	1	3	-2
18: CCCS(=O)(=O)N1CCCC(C(=O)NCc2ccco2)C1 (centres undefined)
  -12	0	-1	3	-2	-2	6	4	72*
19: COC(=O)C1=CN(C(C)C)C=C(C(=O)OC)C1c1cccc(OC)c1
  -9	-1	61*	-2	2	-16	-13	-4	72*
20: O=C(C1=NNCC1c1ccccc1)C1CO1 (centres undefined)
  14	-2	5	-8	10	1	7	-2	-3
21: N#CCCCN1C(=O)C(O)(CC(=O)c2ccc3c(c2)OCCO3)c2ccccc21 (centres undefined)
  -16	4	8	-6	-1	-4	-17	-33	1
22: Cc1[nH]c(=O)c(C(=O)/C=C/c2ccccc2F)c2c1CCCC2
  9	-1	3	-1	11	-27	0	-5	-8
23: CCS(=O)(=O)N1CCC(C(=O)NCc2cccnc2)CC1
  -4	-2	2	-7	13	-1	3	-6	.
24: CN(c1cccc(NS(=O)(=O)c2cccc([N+](=O)[O-])c2)c1)S(C)(=O)=O
  -12	5	3	4	8	1	-1	-4	-2
25: COc1cc(/C=N/Nc2ccccc2[N+](=O)[O-])ccc1OC(=O)c1ccccc1F
  -18	-2	21	0	6	-6	-2	0	-1
26: CC(=O)c1cccc(S(=O)(=O)N(Cc2cc3cc4c(cc3[nH]c2=O)OCCO4)CC2CCCO2)c1 (centres undefined)
  -6	-1	0	-5	4	-4	-1	10	-5
27: Cc1cc(Oc2ccccc2)nc(SCC(N)=O)n1
  2	1	0	3	16	1	1	-4	-1
28: Cc1cc(NC(=O)Nc2cccc([N+](=O)[O-])c2)no1
  -8	-3	9	-1	8	-4	1	8	4
29: CCOC(=O)N1CC=C2C(C#N)=C(N)C(C#N)(C#N)[C@H](c3ccc(OCC)c(OCC)c3)[C@H]2C1
  6[fluorescence artefact?]	-2	1	-3	16	6	7	-8	1
30: COc1cccc(OCCNC(=O)c2cc([N+](=O)[O-])cc([N+](=O)[O-])c2)c1
  -1	1	-2	-13	-9	2	-2	-8	0
31: CC(C)(C)OC(=O)[C@H](Cc1ccccc1)NC(=O)c1nc[nH]c1C(=O)NC1CCN(C(=O)OC(C)(C)C)CC1
  -13	7	-4	-1	10	-4	-2	-4	-8
32: COc1ccccc1C(=O)COC(=O)c1ccc(N(C)C)cc1
  22	-1	3	2	4	4	0	4	-1
33: Cc1noc(C)c1CSc1ncnc2sc3c(c12)CCCCC3
  -4	0	6	-5	7	-6	2	-10	0
34: CC(C)(C)N1NC(=O)Nc2ccccc2C1=O
  .	-3	2	0	7	23	0	0	1
35: CCn1c(=S)[nH]c2nc3c(cc2c1=O)CCCC3
  -11	-1	0	33	14	-1	10	88*	1
36: Cc1ccc(-n2nc(C)c(/C=N/NC(=O)c3cccnc3)c2Cl)cc1
  8	-1	4	-14	4	0	2	-13	-2
37: O=C(Nc1nccs1)c1cc(S(=O)(=O)N2CCCCC2)ccc1Cl
  -4[fluorescence artefact?]	7	-1	2	9	-6	5	5	0
38: O=C(c1cc(COc2c(F)cccc2F)on1)N1CCC(c2ccccc2F)C1 (centres undefined)
  -8	3	18	-5	7	-2	0	-1	-2
39: O=C(COC(=O)C1(c2ccc(Cl)cc2)CCCC1)Nc1ncc(C(F)(F)F)cc1Cl
  1	-2	4	-14	5	2	-1	-7	-2
40: CCC(C)NC(=O)c1cc(-c2ccccc2O)on1 (centres undefined)
  -1	3	10	-9	4	-1	-4	-22	0
41: CC1(C)CC(=O)c2c(Cc3ccccc3)noc2C1
  -4	-1	-9	-8	-1	-2	-7	-5	0
42: Cc1nc(Cl)sc1C(=O)O
  22[fluorescence artefact?]	0	1	5	25	-1	6	-10	-2
43: CCn1c(SCc2cccc(C(F)(F)F)c2)nnc1-c1ccco1
  -1	-1	0	12	18	20	15	24	18
44: Cc1ccc(Nc2nc(COC(=O)COc3ccc(C=O)cc3)cs2)cc1
  -12[fluorescence artefact?]	1	1	-10	0	2	2	-18	-1
45: CCC(C)N(NC(C)=O)c1nc(Cl)nc(NC(C)C)n1 (centres undefined)
  -1[fluorescence artefact?]	-3	-1	1	9	1	2	-6	-2
46: Cc1c(C(=O)O)c(=S)sn1CCOc1ccccc1
  -4	6	8	2	-10	2	7	-7	1
47: Cc1cccc(NC(=O)C2C3CCC4C(CCC32)C4(Cl)Cl)c1 (centres undefined)
  3	3	5	-1	6	2	8	-10	0
48: CN=C(NC)SC1CC(=O)N(c2ccccc2)C1=O (centres undefined)
  13[fluorescence artefact?]	1	0	0	16	-2	12	-16	-2
49: Cc1ccc(C(=O)NNC(=O)CSc2nnc(-c3ccncc3)n2-c2ccc(C)cc2)cc1
  -1[fluorescence artefact?]	-2	0	0	12	0	3	-3	2
50: CCOC(=O)c1ccc(NC(=O)Cn2cccc2)cc1
  -10[fluorescence artefact?]	2	4	2	9	0	1	-2	0

Other compounds.
Order of values – 14-3-3 Bad inh	Wee1 stabilizer	Hck Nef HTS	Thrombin inh	FXIIa inh 1536	Runt-SMMHC FRET	FXIa inh 1536	KLK5 inh	Runt-CBFb FRET
51: Cc1cc(C)cc(NC(=S)NCc2cccnc2)c1
  -10	2	2	2	9	-3	10	-18	-2
52: Cc1nnc(NC(=O)c2ccc3c(c2)C(=O)N(CCC(C)C)C3=O)s1
  3[fluorescence artefact?]	1	-14	-4	8	0	-7	-3	0
53: CCNC(=O)CC1SC(=Nc2ccc(Cl)cc2)N(CC)C1=O (centres undefined)
  4	1	0	1	6	-5	3	-12	-4
54: CC1Cc2cc(-c3csc(NC(=O)Cc4ccccc4)n3)ccc2N1S(C)(=O)=O (centres undefined)
  -1	1	-11	-19	-6	-9	3	4	1
55: CCCCOc1ncnc2c1[nH]c1ccc(F)cc12
  -13	-4	1	0	10	0	1	3	2
56: Cc1ccc(C(=O)Nc2cc(Cl)ccc2OC(=O)c2ccc(C)cc2)cc1
  -9	-1	-1	-3	12	-5	2	-16	1
57: COc1ccc2nc3oc(C(=O)N4CCN(c5ccccc5F)CC4)cc3cc2c1
  -3	5	6	-4	12	-7	0	-20	-3
58: S=C(NCCCN1CCOCC1)NC1CC1
  0	8	1	-5	14	-6	-1	.	0
59: Cc1ccccc1C(=O)NNC(=O)/C=C\C(=O)O
  -1	0	-9	-3	1	-2	-3	-4	6
60: CC1(C)CC(=O)c2cc(NC(=O)c3ccc(F)cc3)c(=O)oc2C1
  -9	-2	5	-6	2	-2	-2	-3	1
61: CCOC(=O)C(NCc1ccccn1)(NC(=O)c1cccnc1)C(F)(F)F (centres undefined)
  -6	7	3	1	12	-2	-1	-16	3
62: CC1(C)Cc2c(sc3nc4n(c(=N)c23)CCCCC4)CO1
  -5	1	9	-6	-4	1	-1	-3	0
63: Cc1ccc(Cn2c(N)c(S(=O)(=O)c3cccs3)c3nc4ccccc4nc32)cc1
  9	5	2	-15	7	5	0	-44	-2
64: COc1ccc(/C=N/NC(=O)CNc2n[nH]c(=O)[nH]c2=O)cc1OC
  14	-1	1	5	9	3	13	1	0
65: C/C=C(/C)C(=O)Nc1cccc(C2=NOC3(C2)C[C@H](C(N)=O)N(C(=O)c2ccccc2)C3)c1 (some centres undefined)
  -1	.	27	4	12	-1	4	3	0
66: Cc1ccc(CNC(=O)c2ccc(-n3cccc3)cc2)cc1
  31	-1	14	22	10	-6	7	20	1
67: O=C(CSc1n[nH]c(-c2ccccc2O)n1)N1CCCc2ccccc21
  -13[fluorescence artefact?]	5	8	0	5	4	-2	-14	0
68: Cc1ccc2c3c1C1(C(=O)N3C(C)(C)CC2C)C(C#N)=C(N)Oc2cc(O)ccc21 (centres undefined)
  -2	4	1	0	6	4	-3	-2	3
69: Cn1ncn2c(=O)c3c(nc12)-c1ccccc1CC31CCCC1
  -9	-2	34	-2	8	0	4	-1	-4
70: O=C(NCc1ccco1)C(c1ccccc1F)N(Cc1cccnc1)C(=O)Cn1nnc2ccccc21 (centres undefined)
  -3	3	-5	0	20	2	3	-3	-2
71: COc1ccc(NC(=O)c2ccc(Br)o2)c([N+](=O)[O-])c1
  6[fluorescence artefact?]	-2	0	-3	10	-6	3	-14	-2
72: Cc1ccc(C2CC(=O)Nc3cc4c(cc32)OCCO4)s1 (centres undefined)
  -4	-3	1	1	11	1	-9	-23	-2
73: CC(C)(C)c1ccc(/C=N/NC(=S)Nc2cccnc2)cc1
  -15	-1	-27	7	25	5	30	28	3
74: O=C(Cc1ccc(Cl)c(Cl)c1)Nc1ccc2[nH]c(=O)[nH]c2c1
  5	0	-4	-9	1	0	-6	-3	2
